Assay outcomes as filed in PubChem.
Bim-Mcl-1: human Bim-Mcl-1 interaction inhibition; Bead-based flow cytometry, Bim peptide-Mcl-1 binding; AID 1009; Q07820; inhibition, % at 10 µM; 190,000 compounds, 0.1% hits;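 note: 0% = no compound tracer wells and 100% = peptide blocker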
Target sequence (Q07820 whole entry, looked up): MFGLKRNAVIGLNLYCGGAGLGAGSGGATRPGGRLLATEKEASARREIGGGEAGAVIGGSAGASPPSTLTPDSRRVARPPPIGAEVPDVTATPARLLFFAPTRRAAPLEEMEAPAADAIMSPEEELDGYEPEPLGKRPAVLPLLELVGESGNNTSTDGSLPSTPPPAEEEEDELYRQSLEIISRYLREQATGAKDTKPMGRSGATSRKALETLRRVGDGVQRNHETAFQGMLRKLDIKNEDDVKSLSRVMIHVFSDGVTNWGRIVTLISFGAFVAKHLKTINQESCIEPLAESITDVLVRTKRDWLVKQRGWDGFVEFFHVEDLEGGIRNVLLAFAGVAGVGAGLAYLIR
RGS8-Gao: human RGS8-Galphao interaction regulation | multiplexed bead flow cytometry, RGS8-Galphao binding; actives lie on both sides | 220,000 compounds, 0.34% hits | response (percent of control binding), % at 10 µM | AID 1423 | P09471; in the data active = response below about 60% or above about 140%; inactive = in between;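 note: Galphao activated as the GDP aluminium fluoride complex binding bead-coupled RGS8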
Bim-Bcl-B: disrupts Bim peptide binding to human Bcl-B | bead-based flow cytometry | inhibition, % at 10 µM | 190,000 compounds, 0.073% hits;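 note: 0% = tracer peptide without compound and 100% = reference inhibitor peptide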
Bim-Bcl-2: inhibitors of Bim-Bcl-2 interaction, human | P10415 | AID 950 | inhibition, % at 10 µM | Bead-based flow cytometry, Bim peptide-Bcl-2 binding | 190,000 compounds, 0.06% hits; in the data active = inhibition above about 40%; inconclusive = no clear call, values can overlap the other calls;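 note: 0% = no compound wells with probe peptide and 100% = reference peptide inhibitor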
Target sequence (P10415 whole entry, looked up): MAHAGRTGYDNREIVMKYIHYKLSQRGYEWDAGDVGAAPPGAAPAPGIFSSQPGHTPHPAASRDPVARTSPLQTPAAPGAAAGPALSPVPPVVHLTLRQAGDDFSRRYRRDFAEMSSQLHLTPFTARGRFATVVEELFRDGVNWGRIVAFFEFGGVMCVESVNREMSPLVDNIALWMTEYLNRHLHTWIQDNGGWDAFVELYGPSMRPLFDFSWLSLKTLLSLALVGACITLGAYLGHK
Bfl-1 Bim block: human Bim-Bfl-1 interaction inhibition | inhibition, % at 10 µM | AID 1008 | 190,000 compounds, 0.12% hits | Bead-based flow cytometry, Bim-Bfl-1 binding inhibition;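 note: 0% = wells without compound plus tracer and 100% = blocker peptide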
GSH bead fluor: compound fluoresces at 488/530 nm on GSH beads. GSH beads flow cytometry, compound fluorescence 488/530 nm; active compounds read high. fluorescence (KMESF) at 10 µM. 190,000 compounds, 0.25% hits. AID 1776; in the data active = fluorescence above about 89;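 note: glutathione beads carrying GST-tagged Bcl family fusion proteins plus one bare bead set; values are compound well signal with DMSO vehicle wells as background; inactives centre near 16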
Mcl1 Bid PPI: Mcl-1/Bid interaction inhibition; 220,000 compounds, 0.97% hits; TR-FRET Mcl-1/Bid-Dy647 peptide binding, 1536-well; inhibition, % at 21.7 µM;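 active = compounds that cut the binding signal by more than half at the single screening dose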;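 note: His-tagged Mcl-1 with europium anti-His antibody binding Bid BH3 peptide; 0% = Mcl-1 plus peptide wells and 100% = peptide-only wells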
Bcl-XL Bim block: inhibitors of Bim-Bcl-XL interaction, human | inhibition, % at 10 µM | AID 1007 | Bim peptide-Bcl-XL binding, bead flow cytometry, fluorescence | 190,000 compounds, 0.04% hits
Target sequence (Q07817 whole entry, looked up): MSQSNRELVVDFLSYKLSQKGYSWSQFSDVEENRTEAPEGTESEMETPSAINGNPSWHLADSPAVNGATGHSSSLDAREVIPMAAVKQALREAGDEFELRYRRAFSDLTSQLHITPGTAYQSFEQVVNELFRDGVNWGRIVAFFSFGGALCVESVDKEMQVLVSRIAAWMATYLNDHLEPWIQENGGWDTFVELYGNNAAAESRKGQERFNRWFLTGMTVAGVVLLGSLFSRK
Bim-Bcl-W: human Bim-Bcl-W interaction inhibition. Q92843. bead-based flow cytometry, Bim peptide-Bcl-W binding. inhibition, % at 10 µM. 190,000 compounds, 0.02% hits;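 note: 0% = bound tracer without compound and 100% = peptide blocker; higher means less fluorescent Bim peptide bound to Bcl-W beads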
Target sequence (Q92843 whole entry, looked up): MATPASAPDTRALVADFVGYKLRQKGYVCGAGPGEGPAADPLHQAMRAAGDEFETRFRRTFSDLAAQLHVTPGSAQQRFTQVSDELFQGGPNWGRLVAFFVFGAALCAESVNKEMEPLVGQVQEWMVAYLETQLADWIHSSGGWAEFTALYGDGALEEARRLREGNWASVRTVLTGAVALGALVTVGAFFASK
RGS4-Gao reg: human RGS4-Galphao interaction regulation; 220,000 compounds, 0.33% hits; binding response (% of control), % at 10 µM; AID 1415; Multiplexed bead flow cytometry, RGS4-Galphao binding; actives lie on both sides; in the data active = binding response below about 49% or above about 150%; inactive = in between;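 note: fluorescent Galphao activated with aluminum fluoride binding bead-coupled RGS4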
RGS7-Gao reg: regulators of human RGS7-Galphao interaction. P09471. Multiplexed bead flow cytometry, RGS7-Galphao binding; actives lie on both sides. binding response (% of control), % at 10 µM. 220,000 compounds, 0.35% hits; in the data active = binding response below about 49% or above about 150%; inconclusive = no clear call, values can overlap the other calls; inactive = in between;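 note: fluorescent Galphao held in activated GDP-AlF4 state binding bead-coupled RGS7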
* = called active by the depositor. Cut-off read from the data, not from the text of the source, unless noted: active = inhibition above about 40%. Not a hit list. About 1.8% of those tested had a hit in this group.

Screening CCOc1ccccc1C(=O)N1CCCCC1C (stereo not drawn) returned Bim-Mcl-1 -6, RGS8-Gao 101, Bim-Bcl-B -6, Bim-Bcl-2 -12, Bfl-1 Bim block -18, GSH bead fluor 36, Mcl1 Bid PPI -3, Bcl-XL Bim block -10, Bim-Bcl-W -3, RGS4-Gao reg 97 and RGS7-Gao reg 98.
O=C(Cc1ccccc1F)Nc1nc(-c2cccs2)cs1 was read as Bim-Mcl-1 -4, RGS8-Gao 99, Bim-Bcl-B 2, Bim-Bcl-2 -2, Bfl-1 Bim block -1, GSH bead fluor 12, Mcl1 Bid PPI 31, Bcl-XL Bim block 0, Bim-Bcl-W 0, RGS4-Gao reg 103 and RGS7-Gao reg 102.
Screening CCN(CC)CC(=O)Nc1nc(-c2ccc(Cl)cc2)cs1 returned Bim-Mcl-1 2, RGS8-Gao 100, Bim-Bcl-B -4, Bim-Bcl-2 -5, Bfl-1 Bim block -6, GSH bead fluor 43, Mcl1 Bid PPI -23, Bcl-XL Bim block -14, Bim-Bcl-W 4, RGS4-Gao reg 99 and RGS7-Gao reg 95.
COc1ccc(-c2noc(-c3cc(C)cc(C)c3)n2)cc1OC was read as Bim-Mcl-1 0, RGS8-Gao 105, Bim-Bcl-B -3, Bim-Bcl-2 -6, Bfl-1 Bim block -6, GSH bead fluor 19, Mcl1 Bid PPI -13, Bcl-XL Bim block -1, Bim-Bcl-W 5, RGS4-Gao reg 101 and RGS7-Gao reg 102.
`Nc1nnnn1CC(=O)N/N=C/c1ccc(-c2cccc(Cl)c2)o1` gave Bim-Mcl-1 0, RGS8-Gao 103, Bim-Bcl-B -4, Bim-Bcl-2 -3, Bfl-1 Bim block -4, GSH bead fluor 11, Mcl1 Bid PPI -9, Bcl-XL Bim block 0, Bim-Bcl-W 2, RGS4-Gao reg 103 and RGS7-Gao reg inconclusive.
Screening CCc1c(C)nc2ncnn2c1Nc1ccc(C#N)c(Cl)c1 returned Bim-Mcl-1 -2, RGS8-Gao 98, Bim-Bcl-B -8, Bim-Bcl-2 -9, Bfl-1 Bim block -11, GSH bead fluor 14, Mcl1 Bid PPI 14, Bcl-XL Bim block -4, Bim-Bcl-W 0, RGS4-Gao reg 95 and RGS7-Gao reg 100.
Screening COc1ccccc1NS(=O)(=O)c1ccc(N/N=C/c2ccccc2OCC(=O)O)c([N+](=O)[O-])c1 returned Bim-Mcl-1 -3, RGS8-Gao 99, Bim-Bcl-B -1, Bim-Bcl-2 -1, Bfl-1 Bim block 0, GSH bead fluor 70, Mcl1 Bid PPI 0, Bcl-XL Bim block -3, Bim-Bcl-W -3, RGS4-Gao reg 100 and RGS7-Gao reg 100.
`O=C(Nc1ccccc1)N1CCN(Cc2ccccc2)CC1` gave Bim-Mcl-1 0, RGS8-Gao 100, Bim-Bcl-B 0, Bim-Bcl-2 -3, Bfl-1 Bim block 0, GSH bead fluor 19, Mcl1 Bid PPI 34, Bcl-XL Bim block 0, Bim-Bcl-W 0, RGS4-Gao reg 99 and RGS7-Gao reg 97.
For CCc1ccc(OCC(=O)N(C)C)c(Br)c1 the results were Bim-Mcl-1 0, RGS8-Gao 100, Bim-Bcl-B 2, Bim-Bcl-2 -1, Bfl-1 Bim block 0, GSH bead fluor 15, Mcl1 Bid PPI 29, Bcl-XL Bim block 0, Bim-Bcl-W 0, RGS4-Gao reg 97 and RGS7-Gao reg 95.
Screening NC(=O)c1cccc(N=Cc2cc(Cl)cc(Cl)c2O)c1 returned Bim-Mcl-1 2, RGS8-Gao 99, Bim-Bcl-B -3, Bim-Bcl-2 1, Bfl-1 Bim block -1, GSH bead fluor 14, Mcl1 Bid PPI -8, Bcl-XL Bim block 2, Bim-Bcl-W 0, RGS4-Gao reg 99 and RGS7-Gao reg 102.
For Cc1ccccc1-c1n[nH]c(=S)n1C the results were Bim-Mcl-1 -3, RGS8-Gao 99, Bim-Bcl-B -7, Bim-Bcl-2 -4, Bfl-1 Bim block -5, GSH bead fluor 13, Mcl1 Bid PPI -66, Bcl-XL Bim block -3, Bim-Bcl-W -3, RGS4-Gao reg 97 and RGS7-Gao reg 96.
`Cc1ccc(N2CC(O)(c3cccs3)[N+]3=C2CCCC3)cc1` (stereo not drawn) gave Bim-Mcl-1 11, RGS8-Gao 102, Bim-Bcl-B -1, Bim-Bcl-2 0, Bfl-1 Bim block -3, GSH bead fluor 13, Mcl1 Bid PPI -6, Bcl-XL Bim block 1, Bim-Bcl-W -2, RGS4-Gao reg 109 and RGS7-Gao reg 105.
Screening COC(=O)c1cc2occc2n1Cc1c(F)cccc1Cl returned Bim-Mcl-1 0, RGS8-Gao 100, Bim-Bcl-B -3, Bim-Bcl-2 0, Bfl-1 Bim block 2, GSH bead fluor 16, Mcl1 Bid PPI -30, Bcl-XL Bim block -1, Bim-Bcl-W 0, RGS4-Gao reg 100 and RGS7-Gao reg 98.
Screening O=C1CC(NCC2CCCO2)C(=O)N1c1ccc(F)cc1 (stereo not drawn) returned Bim-Mcl-1 4, RGS8-Gao 99, Bim-Bcl-B 0, Bim-Bcl-2 -1, Bfl-1 Bim block -4, GSH bead fluor 13, Mcl1 Bid PPI -22, Bcl-XL Bim block -2, Bim-Bcl-W 0, RGS4-Gao reg 100 and RGS7-Gao reg 93.
`COC(=O)/C=C/c1oc2ccccc2c1C` gave Bim-Mcl-1 -4, RGS8-Gao 99, Bim-Bcl-B -8, Bim-Bcl-2 -2, Bfl-1 Bim block -6, GSH bead fluor 16, Mcl1 Bid PPI -15, Bcl-XL Bim block -6, Bim-Bcl-W -4, RGS4-Gao reg 100 and RGS7-Gao reg inconclusive.
For O=C(NCCO)C(c1ccccc1)c1ccccc1 the results were Bim-Mcl-1 -3, RGS8-Gao 102, Bim-Bcl-B 0, Bim-Bcl-2 0, Bfl-1 Bim block 4, GSH bead fluor 22, Mcl1 Bid PPI -35, Bcl-XL Bim block 2, Bim-Bcl-W 3, RGS4-Gao reg 103 and RGS7-Gao reg 101.
Screening COc1ccc(CN2CCNC(=O)C2CC(=O)O)cc1OC (stereo not drawn) returned Bim-Mcl-1 0, RGS8-Gao 95, Bim-Bcl-B -5, Bim-Bcl-2 -8, Bfl-1 Bim block -10, GSH bead fluor 19, Mcl1 Bid PPI -9, Bcl-XL Bim block -4, Bim-Bcl-W 0, RGS4-Gao reg 91 and RGS7-Gao reg 92.
For COC(=O)c1cccc(Cn2nc(C)c([N+](=O)[O-])c2C)c1 the results were Bim-Mcl-1 -5, RGS8-Gao 105, Bim-Bcl-B 3, Bim-Bcl-2 6, Bfl-1 Bim block 5, GSH bead fluor 11, Mcl1 Bid PPI -12, Bcl-XL Bim block -2, Bim-Bcl-W 0, RGS4-Gao reg 111 and RGS7-Gao reg 109.
Screening CC1(C)CC2CC(C)(CN2C(=O)c2cc(-c3ccccc3O)on2)C1 (stereo not drawn) returned Bim-Mcl-1 0, RGS8-Gao 97, Bim-Bcl-B 0, Bim-Bcl-2 0, Bfl-1 Bim block 0, GSH bead fluor 25, Mcl1 Bid PPI -20, Bcl-XL Bim block 0, Bim-Bcl-W -3, RGS4-Gao reg 98 and RGS7-Gao reg 97.
`Cc1ccc(OCCOC(=O)c2sc(=S)n(C)c2C)cc1` gave Bim-Mcl-1 0, RGS8-Gao 107, Bim-Bcl-B -4, Bim-Bcl-2 -3, Bfl-1 Bim block -5, GSH bead fluor 12, Mcl1 Bid PPI -61, Bcl-XL Bim block 1, Bim-Bcl-W 0, RGS4-Gao reg 106 and RGS7-Gao reg 122.
`CCN(CCCNC(=O)Cn1cc2c(n1)CCCC2)c1cccc(C)c1` gave Bim-Mcl-1 2, RGS8-Gao 104, Bim-Bcl-B -5, Bim-Bcl-2 -7, Bfl-1 Bim block -5, GSH bead fluor 25, Mcl1 Bid PPI -31, Bcl-XL Bim block 0, Bim-Bcl-W 0, RGS4-Gao reg 102 and RGS7-Gao reg 101.
Screening CCOc1ccccc1NC(C)C(=O)Nc1cc(C(F)(F)F)ccc1N1CCOCC1 (stereo not drawn) returned Bim-Mcl-1 20, RGS8-Gao 97, Bim-Bcl-B 15, Bim-Bcl-2 19, Bfl-1 Bim block 22, GSH bead fluor 8, Mcl1 Bid PPI -70, Bcl-XL Bim block 24, Bim-Bcl-W 18, RGS4-Gao reg 94 and RGS7-Gao reg 94.
`N#CCCn1c(=S)[nH]c2ccccc21` gave Bim-Mcl-1 -1, RGS8-Gao 110, Bim-Bcl-B 1, Bim-Bcl-2 1, Bfl-1 Bim block 4, GSH bead fluor 63, Mcl1 Bid PPI -63, Bcl-XL Bim block 1, Bim-Bcl-W 1, RGS4-Gao reg 105 and RGS7-Gao reg 105.
Cc1nc(SCC(=O)N2c3ccccc3Sc3ccccc32)n[nH]1 was read as Bim-Mcl-1 -1, RGS8-Gao 98, Bim-Bcl-B -1, Bim-Bcl-2 0, Bfl-1 Bim block -2, GSH bead fluor 10, Mcl1 Bid PPI -27, Bcl-XL Bim block 0, Bim-Bcl-W 2, RGS4-Gao reg 91 and RGS7-Gao reg 94.
Screening COc1ccc(CC(=O)Nc2ccc(OC)nc2)cc1 returned Bim-Mcl-1 1, RGS8-Gao 100, Bim-Bcl-B -2, Bim-Bcl-2 0, Bfl-1 Bim block -6, GSH bead fluor 9, Mcl1 Bid PPI -45, Bcl-XL Bim block -1, Bim-Bcl-W 1, RGS4-Gao reg 95 and RGS7-Gao reg inconclusive.
CC(C)N1C(=O)S/C(=C/c2ccccc2OCc2ccc(C(=O)O)cc2)C1=O was read as Bim-Mcl-1 -1, RGS8-Gao 106, Bim-Bcl-B -3, Bim-Bcl-2 -4, Bfl-1 Bim block -6, GSH bead fluor 9, Mcl1 Bid PPI -1, Bcl-XL Bim block 0, Bim-Bcl-W -1, RGS4-Gao reg 105 and RGS7-Gao reg 102.
For COc1ccc(N(CC(=O)N2CCc3ccccc3C2)S(C)(=O)=O)cc1 the results were Bim-Mcl-1 1, RGS8-Gao 100, Bim-Bcl-B -6, Bim-Bcl-2 -4, Bfl-1 Bim block -16, GSH bead fluor 58, Mcl1 Bid PPI -30, Bcl-XL Bim block -5, Bim-Bcl-W 2, RGS4-Gao reg 101 and RGS7-Gao reg 104.
`CC(C)CC(=O)c1c[nH]c(C(=O)NCc2cccnc2)c1` gave Bim-Mcl-1 -1, RGS8-Gao 101, Bim-Bcl-B 2, Bim-Bcl-2 1, Bfl-1 Bim block 4, GSH bead fluor 12, Mcl1 Bid PPI -13, Bcl-XL Bim block -2, Bim-Bcl-W -3, RGS4-Gao reg 103 and RGS7-Gao reg inconclusive.
`NS(=O)(=O)c1ccc(CNC(=S)Nc2ccc(Cl)c(Cl)c2)cc1` gave Bim-Mcl-1 0, RGS8-Gao 100, Bim-Bcl-B -12, Bim-Bcl-2 -6, Bfl-1 Bim block -1, GSH bead fluor 9, Mcl1 Bid PPI -28, Bcl-XL Bim block -3, Bim-Bcl-W 0, RGS4-Gao reg 102 and RGS7-Gao reg 97.
Screening O=C(Cc1c(O)c2ccccc2[nH]c1=O)NCc1cccc(F)c1 returned Bim-Mcl-1 2, RGS8-Gao 100, Bim-Bcl-B 0, Bim-Bcl-2 1, Bfl-1 Bim block -3, GSH bead fluor 31, Bcl-XL Bim block 0, Bim-Bcl-W 1, RGS4-Gao reg 97 and RGS7-Gao reg 97.
